Hck-Nef inh: inhibitors of Nef-activated human Hck kinase, primary screen, biochemical, Z-Lyte FRET, 384-well, Hck-YEEI; Tyrosine-protein kinase HCK (Homo sapiens), P08631; Recombinant Hck-YEEI plus Nef, Z-Lyte FRET kinase assay; inhibition, % at 20 µM; 220,000 compounds, 0.68% hits;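 active means Hck-Nef kinase inhibition above about 50%, limit read from the data; inactive means inhibition below that limit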;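 further: 0% = DMSO with Hck plus Nef and 100% = Hck alone without Nef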
Thrombin inh: human alpha-thrombin inhibitors, primary screen, counter-screen for coagulation protease inhibitor project, biochemical, 1536-well, fluorogenic AMC substrate | Boc-VPR-AMC fluorogenic substrate cleavage | inhibition, % at 5 µM | 220,000 compounds, 0.26% hits;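 active means inhibition at or above 40%; inactive means inhibition below 40%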;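 further: 0% = enzyme with no compound and 100% = wells without enzyme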
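System: Human alpha-thrombin protein | Medium: pH 7.5 Tris (50 mM) with NaCl 150 mM, Tween 20 0.05% | Times: Enzyme reaction carried out at room temperature | Detection: AMC fluorescence, 355/460 nm | Evaluation: Percent inhibition scaled between no-compound controls and no-enzyme blanks | Benchmarks: Enzyme without compound as high, wells lacking enzyme as low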
14-3-3 Bad PPI: inhibitors of 14-3-3 zeta/Bad binding, primary screen, biochemical, TR-FRET, bovine 14-3-3 zeta. inhibition, % at 21.7 µM. 220,000 compounds, 0.71% hits. TR-FRET 14-3-3zeta/Dy647-pBad peptide displacement, 1 h. AID 781, 2007. 14-3-3 protein zeta/delta (Bos taurus), P63103;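 active means inhibition above about 70%, limit read from the data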;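 further: 0% = full 14-3-3 plus peptide FRET controls and 100% = background without 14-3-3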
Wee1 degr inh: Wee1 degradation inhibitors, primary screen, cell-based, HeLa, Wee1K328M-luciferase, luminescence; reporter increase, % at 5 µM; 220,000 compounds, 1.2% hits; HeLa Luc-Wee1K328M stability; 100% = proteasome inhibitor MG132 effect; Wee1-like protein kinase (Homo sapiens), P30291;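 active means activation above the mean of all tested compounds plus 3 SD, set per screening run, cut at about 8.8% in these data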;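 further: cells exposed to compound for 20 h before luminescence read; 0% = DMSO alone and 100% = MG132 at 30 µM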
FXIa inh: human FXIa protease inhibitors, primary screen, biochemical, 1536-well | Coagulation factor XI (Homo sapiens), P03951 | purified FXIa, Boc-Glu-Ala-Arg-AMC fluorogenic substrate | inhibition, % at 5 µM | 220,000 compounds, 0.14% hits | AID 798, 2007;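 active means inhibition of at least 40%; inactive means inhibition below 40%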;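 further: fluorescence of freed AMC excited at 355 nm; 0% = enzyme without compound and 100% = no enzyme blank; many of its hits are not listed in these tables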
Runt-SMMHC FRET: inhibitors of RUNX1 Runt–CBFb-SMMHC binding, primary screen, biochemical, FRET, Cerulean-Runt, Venus-CBFb-SMMHC, uHTS; Runt-related transcription factor 1 (Homo sapiens) + Core-binding factor subunit beta …; Cerulean-Runt/Venus-CBFb-SMMHC FRET ratio 530/480, 1 h; inhibition, % at 20 µM; 220,000 compounds, 0.74% hits; AID 1434, 2008;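 active means mean inhibition across duplicate retests at 20 µM reaching about 50%, limit read from the data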;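 further: 0% = DMSO wells and 100% = wells with excess untagged CBFb-SMMHC; inhibitors lower the FRET ratio by blocking Runt binding to CBFb-SMMHC; some results filed as inactive read as strong as hits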
Target sequence (Q01196 whole entry, looked up): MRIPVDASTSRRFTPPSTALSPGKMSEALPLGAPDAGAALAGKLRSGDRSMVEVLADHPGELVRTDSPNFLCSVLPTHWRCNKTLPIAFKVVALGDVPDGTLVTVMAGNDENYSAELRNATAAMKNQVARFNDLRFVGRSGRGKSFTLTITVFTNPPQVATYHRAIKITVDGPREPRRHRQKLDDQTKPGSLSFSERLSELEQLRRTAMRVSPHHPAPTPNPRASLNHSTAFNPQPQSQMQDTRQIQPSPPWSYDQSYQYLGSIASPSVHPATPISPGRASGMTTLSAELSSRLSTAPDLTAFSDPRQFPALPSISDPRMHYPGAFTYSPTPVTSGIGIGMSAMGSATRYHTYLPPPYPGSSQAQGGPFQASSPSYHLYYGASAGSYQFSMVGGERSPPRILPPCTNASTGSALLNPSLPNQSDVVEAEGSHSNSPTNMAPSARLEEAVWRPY
Target sequence (Q13951 whole entry, looked up): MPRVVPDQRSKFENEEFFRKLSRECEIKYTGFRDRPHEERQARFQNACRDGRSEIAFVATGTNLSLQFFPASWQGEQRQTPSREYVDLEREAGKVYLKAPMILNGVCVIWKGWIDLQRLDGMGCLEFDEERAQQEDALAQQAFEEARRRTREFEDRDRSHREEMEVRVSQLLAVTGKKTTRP
FXIIa inh: human FXIIa protease inhibitors, primary screen, biochemical, 1536-well; purified FXIIa, Boc-QGR-AMC fluorogenic substrate, 2 h; 220,000 compounds, 0.3% hits; inhibition, % at 5 µM; in the data active means inhibition above about 40%;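 further: 0% = enzyme with no compound and 100% = blank without enzyme; many of its hits are not listed in these tables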
KLK5 inh: human KLK5 protease inhibitors, primary screen, biochemical, 1536-well; Kallikrein-5 (Homo sapiens), Q9Y337; recombinant hK5, fluorogenic AMC substrate cleavage; inhibition, % at 5 µM; 210,000 compounds, 0.59% hits; AID 873, 2007;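 active means inhibition of 40% or more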;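 further: 0% = enzyme controls without compound and 100% = no-enzyme blanks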
Runt-CBFb FRET: inhibitors of RUNX1 Runt–CBFb binding, primary screen, biochemical, FRET, Cerulean-Runt, Venus-CBFb, uHTS | Runt-related transcription factor 1 (Homo sapiens) + Core-binding factor subunit beta … | Cerulean-Runt/Venus-CBFb FRET ratio 530/480, 1 h | inhibition, % at 20 µM | 220,000 compounds, 0.46% hits | AID 1496, 2009;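 active means inhibition over about 50% at 20 µM in the single-dose screen, limit read from the data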;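 further: 0% = DMSO wells and 100% = excess unlabeled CBFb competitor control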
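Assay system: Cerulean-Runt domain / Medium: Tris 50 mM pH 7.5, KCl, K2SO4, 0.01% BSA / Timing: protein complex preformed 1 h, compound exposure 1 h, room temperature, dark / Measured by: FRET, excitation 422 nm, emission at 530 and 480 nm / Evaluation: loss of energy transfer signal / Control set: 5 µM unlabeled CBFb as full-inhibition high control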
Active calls of the source: *; nt = no result given; [ ] = remark or other dose. Not a hit list, and some 4.2% of all compounds hit somewhere here.

| # | compound | Hck-Nef inh | Thrombin inh | 14-3-3 Bad PPI | Wee1 degr inh | FXIa inh | Runt-SMMHC FRET | FXIIa inh | KLK5 inh | Runt-CBFb FRET |
| --- | --- | --- | --- | --- | --- | --- | --- | --- | --- | --- |
| 1 | CC(C)NC(=O)c1ccc(S(=O)(=O)N(C)C)cc1 | -10 | -7 | -2 | 0 | -6 | -2 | 0 | -6 | 3 |
| 2 | CCOC(=O)C1(CCCc2ccccc2)CCN(C(=O)c2cnn(CC)c2)CC1 | 17 | -4 | 2 | 4 | -6 | 0 | 6 | 1 | -4 |
| 3 | CC1CCCN(CC(O)COCc2ccccc2)C1 (stereo not given) | 2 | -6 | -8 | 2 | -5 | -3 | 1 | -4 | -2 |
| 4 | CC(C)C(=O)Nc1nc2cc3c(cc2s1)OCO3 | 3 | 2 | 8 | 8 | 3 | 1 | 14 | 0 | -1 |
| 5 | CC(C)(C)NC(=O)CSC(=Nc1ccccc1F)NC#N | -1 | 23 | -6[fluorescence artefact?] | -1 | 8 | 6 | 14 | 25 | 1 |
| 6 | O=C(Cn1c(=O)oc2ccccc21)N1CCOCC1 | 4 | -8 | 0 | -2 | -3 | 1 | 6 | -3 | 0 |
| 7 | O=C(C1CCCN(S(=O)(=O)c2ccc(Cl)cc2)C1)N(Cc1cccs1)C1CC1 (stereo not given) | -6 | 1 | 4 | 2 | -6 | -6 | 13 | -6 | 0 |
| 8 | Cc1ccc(/C=C/C(=O)N2CCc3ccccc32)o1 | 20 | -2 | 1[fluorescence artefact?] | 3 | 7 | 24 | 8 | -38 | 29 |
| 9 | CCOc1ccc(-n2cc(C(=O)Nc3cccc(Cl)c3)c3cc(OC)c(OC)cc3c2=O)cc1 | 4 | 0 | 3 | -1 | 5 | 1 | 4 | -21 | -4 |
| 10 | CCOC(=O)N1CCC(NC(=O)C2CCN(S(=O)(=O)c3cccc4cccnc34)CC2)CC1 | 0 | -7 | 2[fluorescence artefact?] | -2 | -6 | -6 | 2 | 11 | 0 |
| 11 | Cc1cccc(CCNC(=O)CCc2c(C)nc3ncnn3c2C)c1 | -1 | -19 | -6 | 0 | 18 | 2 | 14 | -3 | -2 |
| 12 | O=C(COC(=O)c1ccccc1NS(=O)(=O)c1cc([N+](=O)[O-])ccc1Cl)c1ccccc1 | 40 | 3 | -9 | -1 | -4 | -1 | 6 | -9 | 0 |
| 13 | COC(=O)c1cccnc1SCc1ccccc1 | 7 | -1 | -3[fluorescence artefact?] | 1 | 11 | 4 | 19 | -5 | -2 |
| 14 | O=C(COc1nncc2ccccc12)NCC(F)(F)F | 12 | nt | 8 | -1 | 7 | 5 | 12 | 1 | 1 |
| 15 | COc1ccccc1OCc1nc(C#N)c(NCc2ccco2)o1 | 1 | 3 | -3 | 4 | 3 | 2 | 15 | -4 | 2 |
| 16 | COc1ccc(O[C@H]2C=C[C@@H](c3ccccc3)O[C@@H]2CO/N=C(\C)CCN2CCCCc3nc(C)c(C)cc32)cc1 | -3 | 2 | -7 | 2 | 7 | -6 | 14 | -1 | -2 |
| 17 | c1ccc(CSc2ncn(-c3ccccc3)n2)cc1 | 2 | 0 | 11 | 2 | 0 | 0 | -8 | 3 | -1 |
| 18 | COc1cc(C(=O)Nc2ccc(S(=O)(=O)NC(C)(C)C)cc2)cc(OC)c1OC | -1 | 5 | 1 | -2 | 6 | -1 | 23 | -11 | 0 |
| 19 | FC(F)Oc1ccc(NC(=S)N2CCc3ccccc32)cc1 | 26 | 13 | -13 | 1 | 4 | 4 | 3 | 1 | 8 |
| 20 | Clc1ccc(SCc2cc(-c3ccc(Cl)cc3)on2)cc1 | -1 | -2 | 1 | -1 | 7 | 1 | 24 | -6 | -3 |

An excerpt from above in order of molar mass, descending:
| # | compound | Hck-Nef inh | Thrombin inh | 14-3-3 Bad PPI | Wee1 degr inh | FXIa inh | Runt-SMMHC FRET | FXIIa inh | KLK5 inh | Runt-CBFb FRET |
| --- | --- | --- | --- | --- | --- | --- | --- | --- | --- | --- |
| 18 | COc1cc(C(=O)Nc2ccc(S(=O)(=O)NC(C)(C)C)cc2)cc(OC)c1OC | -1 | 5 | 1 | -2 | 6 | -1 | 23 | -11 | 0 |
| 11 | Cc1cccc(CCNC(=O)CCc2c(C)nc3ncnn3c2C)c1 | -1 | -19 | -6 | 0 | 18 | 2 | 14 | -3 | -2 |
| 20 | Clc1ccc(SCc2cc(-c3ccc(Cl)cc3)on2)cc1 | -1 | -2 | 1 | -1 | 7 | 1 | 24 | -6 | -3 |
| 15 | COc1ccccc1OCc1nc(C#N)c(NCc2ccco2)o1 | 1 | 3 | -3 | 4 | 3 | 2 | 15 | -4 | 2 |
| 14 | O=C(COc1nncc2ccccc12)NCC(F)(F)F | 12 | nt | 8 | -1 | 7 | 5 | 12 | 1 | 1 |

Back to the main list, repeating the 2 entries before the break.
| # | compound | Hck-Nef inh | Thrombin inh | 14-3-3 Bad PPI | Wee1 degr inh | FXIa inh | Runt-SMMHC FRET | FXIIa inh | KLK5 inh | Runt-CBFb FRET |
| --- | --- | --- | --- | --- | --- | --- | --- | --- | --- | --- |
| 19 | FC(F)Oc1ccc(NC(=S)N2CCc3ccccc32)cc1 | 26 | 13 | -13 | 1 | 4 | 4 | 3 | 1 | 8 |
| 20 | Clc1ccc(SCc2cc(-c3ccc(Cl)cc3)on2)cc1 | -1 | -2 | 1 | -1 | 7 | 1 | 24 | -6 | -3 |
| 21 | O=C(CCCCCN1C(=O)c2cccc3cccc(c23)C1=O)N1CCOCC1 | -2 | -7 | -15[fluorescence artefact?] | -1 | -1 | 1 | 8 | -14 | -2 |
| 22 | O=C(NC12CC3CC(CC(C3)C1)C2)N1CCN(c2ncccn2)CC1 | 2 | -1 | -9 | -1 | -3 | 2 | 3 | -8 | 0 |
| 23 | CCCNC(=O)CCNC(=O)c1ccc(C(C)(C)C)cc1 | -1 | 1 | 10[fluorescence artefact?] | 6 | -1 | 2 | 14 | 5 | -1 |
| 24 | CC1=Nc2cccc3cccc(c23)N1C | 20 | -10 | 7[fluorescence artefact?] | -2 | 7 | 47 | 9 | -8 | 0 |
| 25 | CCCOc1ccc(C2C(=O)N(C3CCCCC3)CC(=O)N2CCC)cc1OC (stereo not given) | 2 | -3 | 1 | -2 | -8 | 3 | -1 | 2 | -1 |
| 26 | CCCCS(=O)CC(CS(=O)CCCC)OC(=O)c1ccc(C)cc1 (stereo not given) | 0 | -1 | 3 | -2 | 4 | 3 | 11 | 2 | 0 |
| 27 | O=C(Cc1cccs1)N(Cc1ccco1)C1(C(=O)NC2CCCC2)CCCCC1 | -2 | -4 | -18 | 2 | 3 | -1 | -10 | -11 | 0 |
| 28 | Cc1cccc(Oc2ccccc2NC(=O)c2cnccn2)c1 | -19 | 0 | 4 | 4 | -5 | -6 | 4 | 1 | -1 |

Source: PubChem
